Bioassay records from PubChem.
PMI activator – activators of human PMI, primary screen, biochemical, fluorescence intensity, near-Km mannose 6-phosphate. Mannose-6-phosphate isomerase (Homo sapiens), P34949. purified human PMI, coupled resazurin fluorescence, 20 min; hits give high values; 1 = vehicle control, 0 substrate-free wells. activation factor at 20 µM. 190,000 compounds, 0.005% hits. AID 1214, 2008;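 active = activation factor of 2 or more at 20 µM, relative to plate controls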
Target sequence (P34949 whole entry, looked up): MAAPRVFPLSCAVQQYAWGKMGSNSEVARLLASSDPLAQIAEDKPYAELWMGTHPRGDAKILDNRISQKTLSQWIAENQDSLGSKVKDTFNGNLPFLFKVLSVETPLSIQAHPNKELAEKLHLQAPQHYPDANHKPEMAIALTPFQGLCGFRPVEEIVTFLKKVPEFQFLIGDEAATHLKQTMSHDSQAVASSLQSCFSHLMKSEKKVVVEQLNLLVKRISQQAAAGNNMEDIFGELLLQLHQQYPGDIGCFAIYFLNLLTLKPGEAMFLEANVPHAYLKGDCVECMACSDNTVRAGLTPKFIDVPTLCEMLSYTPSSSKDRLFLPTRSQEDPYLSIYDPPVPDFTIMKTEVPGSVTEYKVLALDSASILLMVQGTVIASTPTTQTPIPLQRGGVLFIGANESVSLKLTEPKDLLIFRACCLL
G6PDH CS – L. mesenteroides G6PDH inhibitors, counter-screen for G6PDH-coupled screening assays, biochemical, Leuconostoc mesenteroides enzyme; glucose-6-phosphate dehydrogenase [Leuconostoc mesenteroides]; Purified L. mesenteroides G6PDH, diaphorase/resazurin coupled fluorescence, 45 min; inhibition, % at 5 µM; 200,000 compounds, 0.12% hits; AID 1020, 2008; in the data active = inhibition above about 50%
TNAP inh no acc – human TNAP enzyme inhibitors, primary screen, biochemical, luminescent, no phosphate acceptor, uHTS; purified TNAP, CDP-star luminescence, 30 min; inhibition, % at 20 µM; 200,000 compounds, 0.26% hits; AID 1012, 2008;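 active = tissue-nonspecific alkaline phosphatase inhibition above about 50% at 20 µM in the single-dose screen, limit read from the data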;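 also: 0% = DMSO negative control and 100% = EDTA positive control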
Target sequence (P05186 whole entry, looked up): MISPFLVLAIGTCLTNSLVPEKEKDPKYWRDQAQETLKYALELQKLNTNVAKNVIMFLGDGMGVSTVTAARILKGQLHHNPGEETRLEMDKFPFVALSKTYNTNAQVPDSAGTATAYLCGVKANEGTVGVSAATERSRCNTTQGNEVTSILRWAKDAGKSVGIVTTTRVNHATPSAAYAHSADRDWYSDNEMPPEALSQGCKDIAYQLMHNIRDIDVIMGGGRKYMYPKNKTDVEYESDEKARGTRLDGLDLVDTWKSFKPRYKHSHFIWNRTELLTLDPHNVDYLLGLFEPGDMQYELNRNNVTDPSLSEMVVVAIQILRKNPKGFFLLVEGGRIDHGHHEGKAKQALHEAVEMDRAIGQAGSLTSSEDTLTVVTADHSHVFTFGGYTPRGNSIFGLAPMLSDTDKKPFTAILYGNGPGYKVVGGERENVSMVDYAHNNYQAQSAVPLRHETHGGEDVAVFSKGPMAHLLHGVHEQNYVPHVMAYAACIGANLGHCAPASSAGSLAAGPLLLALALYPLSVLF
Efa HMGR inh – inhibitors of E. faecalis class II HMGR, primary screen, biochemical, Enterococcus faecalis; AID 1066, 2008; inhibition, % at 10 µM; purified E. faecalis HMGR, NADPH absorbance 340 nm kinetic; 190,000 compounds, 0.41% hits; HMG-CoA reductase (Enterococcus faecalis, mvaE);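 active = inhibition above a set limit, the median over all tested compounds plus 3 SD, cut at about 9.5% in these data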;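 also: enzyme runs in reverse so mevalonate oxidation gives rising NADPH absorbance; 0% = complete reaction with DMSO and 100% = background rate lacking mevalonate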
TNAP inh hiacc – human TNAP enzyme inhibitors, primary screen, biochemical, luminescent, high phosphate acceptor level, uHTS; Alkaline phosphatase, tissue-nonspecific isozyme (Homo sapiens), P05186; purified TNAP, CDP-star luminescence, 1 M DEA; inhibition, % at 20 µM; 200,000 compounds, 0.03% hits;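 active = over 50% inhibition of tissue-nonspecific alkaline phosphatase at 20 µM in the single-dose screen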;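 also: plate controls were DMSO wells for no effect and EDTA-quenched wells as full inhibition for full effect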
Diaphorase act – compounds boosting diaphorase resazurin reduction – biochemical, uHTS, resorufin fluorescence, counter-screen for diaphorase-coupled primary assays, primary screen; activation factor at 20 µM; 190,000 compounds, 0.005% hits; AID 1229, 2008; Diaphorase/resazurin coupled assay, 16 min; hits give high values; 1 = vehicle wells, 0 = NADH-free wells;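 active = diaphorase activity raised at least twofold by the compound at 20 µM; inactive = activation factor below 2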
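Material: Purified diaphorase enzyme from Clostridium kluyveri | Buffer or medium: 50 mM HEPES pH 7.4 with 4.542 mM MgCl2, 0.005% Tween 20 | Times: 16 min enzyme reaction, ambient temperature | Signal: Red resorufin fluorescence at 544/590 nm excitation/emission | Measure: Increased resorufin signal from activators or reducing compounds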
PMI act hi M6P – human PMI activators, high substrate, primary screen, biochemical, fluorescence intensity, near-saturating mannose 6-phosphate; Mannose-6-phosphate isomerase (Homo sapiens), P34949; activation factor at 20 µM; AID 1216, 2008; 190,000 compounds, 0.34% hits; coupled PMI enzyme assay, resazurin fluorescence, 20 min; hits give high values; 1 = untreated enzyme, 0 = substrate-free blank;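 active = activation factor of 2 or more at 20 µM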
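test system = human PMI in coupled enzyme assay | medium = HEPES-buffered pH 7.4 with magnesium and detergent | also added = 1.0 mM mannose-6-phosphate substrate with 0.22 mM NADP+ | compound = 20 µM single dose | times = 20 min incubation at room temperature | measured by = resorufin fluorescence (Ex 544/Em 590 nm) from resazurin via diaphorase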
TNAP act hi DEA – TNAP activators at high phosphate acceptor level, primary screen, biochemical, luminescence, uHTS; activation factor at 20 µM; 200,000 tested, under 10 active; purified TNAP, CDP-star luminescence, 1 M DEA, 30 min; hits give high values; 0 = EDTA background, 1 = DMSO-only activity;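 active = activation factor at least 2 at 20 µM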
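system = human TNAP | amount = enzyme diluted 1/800 final | reagent = 100 µM CDP-star substrate | signal = luminescent substrate turnover signal | dosing = one dose, 20 µM | benchmarks = EDTA negative control, DMSO positive control | measure = activation factor | timing = 30 min reaction, room temperature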
Diaph inh CS – diaphorase inhibitors and chemical oxidizers, primary screen, counter-screen for diaphorase-coupled primary assays, biochemical, uHTS, resorufin fluorescence | diaphorase resazurin-to-resorufin fluorescence, NADH, 16 min; bacterial (C. kluyveri) enzyme, not human | inhibition, % at 20 µM | 190,000 compounds, 0.69% hits;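 active = primary screen inhibition at 20 µM above a set limit, cut at about 50% in these data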;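 also: plate controls were DMSO with full reaction for no effect and wells lacking NADH for full effect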
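Test system: bacterial diaphorase enzyme (C. kluyveri); Quantity: 0.14 U/mL diaphorase, enzyme working solution; Times: reaction incubation of 16 min at room temperature; Measured by: fluorescence of resorufin formed from resazurin, Ex 544/Em 590 nm; Benchmarks: positive control minus NADH, DMSO neutral control.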
FLuc stim CS – FLuc activators, initial screening, artefact control for FLuc-dependent activation tests, biochemical, ATPlite luminescence | Luciferin 4-monooxygenase (Photinus pyralis), P08659 | ATPlite luciferase biochemical, 10 min; 0 = ATP-free wells, 1 = DMSO control | activation factor at 10 µM | 200,000 tested, under 10 active | AID 1027, 2008;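 active = luciferase activation factor, scaled between plate controls, of at least 2 with compound at 10 µM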
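Material: Luciferase/luciferin reagent mix; Doses: test compounds dosed from 2 mM stocks in 100% DMSO; Schedule: 10 min incubation after luciferase reagent addition, room temperature; Measured by: luminescence from luciferase reaction; Read-out: luminescence gain marking luciferase activators.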
The depositor's hits bear a star; . = no result given.

SMILES | PMI activator | G6PDH CS | TNAP inh no acc | Efa HMGR inh | TNAP inh hiacc | Diaphorase act | PMI act hi M6P | TNAP act hi DEA | Diaph inh CS | FLuc stim CS
CCN(CC)S(=O)(=O)c1ccc(NN)nc1 | 1.1 | -2 | -3 | -4 | 3 | 1 | 0.9 | 1 | 2 | 1
CN(C(=O)CSc1nc(N)c2c3c(sc2n1)CSC(C)(C)C3)c1ccccc1 | 1 | -22 | -11 | -2 | -2 | 0.9 | 1.1 | 1 | 15 | 1.1
COC(=O)c1[nH]c2ccc(C)cc2c1NC(=O)Nc1ccccc1OC | 1 | -2 | -10 | -2 | -5 | 0.8 | 1 | 1.1 | 17 | 1.1
COc1cc(S(=O)(=O)N2CCC(c3nc4ccccc4s3)CC2)ccc1S(=O)(=O)NC1CCCC1 | 0.9 | 0 | -8 | 14* | -2 | 0.9 | 0.9 | 1 | 15 | 1
C/C(=N\Nc1ccc([N+](=O)[O-])cc1)c1ccc2c(c1)OCO2 | 1.1 | -4 | 12 | 9 | 12 | 1.1 | 1.1 | 0.9 | -15 | 1
Cc1cc(N(CN2CCCC2=O)C(=O)c2ccc(OC(C)C)cc2)no1 | 1 | -7 | -8 | 3 | -3 | 0.9 | 1 | 1 | 10 | 1
COc1cccc(NC(=S)NCc2ccco2)c1 | 0.8 | -3 | -9 | -3 | 2 | 0.9 | 1 | 1 | 12 | 1
Cc1ccccc1OCCCCn1c(CO)nc2ccccc21 | 1 | -2 | -26 | 1 | -2 | 0.8 | 0.9 | 1 | 18 | 1
CC(=O)c1cccc(NC(=O)/C(=C\c2cccnc2)NC(=O)c2ccco2)c1 | 1.2 | 9 | 1 | -4 | 2 | 1.1 | 1.1 | 1 | -6 | 1
COc1cccc(COc2ccccc2C2Nc3ccc(Br)cc3C(=O)N2NC(=O)c2ccncc2)c1 (stereo unspecified) | 0.9 | 10 | -2 | -1 | 2 | 0.9 | 0.9 | 1 | 10 | 1
COc1cccc(C2NC(=O)NC(C)=C2C(=O)Nc2ccc(C)cc2)c1 (stereo unspecified) | 1 | 8 | -6 | -6 | -1 | 1 | 0.5 | 1 | -5 | 1
O=[N+]([O-])c1cccc(C2=NC(c3ccccc3)CO2)c1 (stereo unspecified) | 1 | 17 | -4 | -2 | 1 | 0.9 | 1 | 1 | 12 | 1

Among those listed so far, 2 contain a nitro group on carbon.
SMILES | PMI activator | G6PDH CS | TNAP inh no acc | Efa HMGR inh | TNAP inh hiacc | Diaphorase act | PMI act hi M6P | TNAP act hi DEA | Diaph inh CS | FLuc stim CS
C/C(=N\Nc1ccc([N+](=O)[O-])cc1)c1ccc2c(c1)OCO2 | 1.1 | -4 | 12 | 9 | 12 | 1.1 | 1.1 | 0.9 | -15 | 1
O=[N+]([O-])c1cccc(C2=NC(c3ccccc3)CO2)c1 (stereo unspecified) | 1 | 17 | -4 | -2 | 1 | 0.9 | 1 | 1 | 12 | 1

Going on with the list:
SMILES | PMI activator | G6PDH CS | TNAP inh no acc | Efa HMGR inh | TNAP inh hiacc | Diaphorase act | PMI act hi M6P | TNAP act hi DEA | Diaph inh CS | FLuc stim CS
CCCCn1c(SCC2CCCO2)nc2cc(S(N)(=O)=O)ccc21 (stereo unspecified) | 1 | -2 | -18 | 5 | 0 | 0.9 | 1 | 1 | 8 | 1
Cc1cccc(C)c1OCC(O)CN1CCC(CN2C(=O)c3cccc4cccc(c34)C2=O)CC1 (stereo unspecified) | 1 | 12 | -1 | 0 | -5 | 1 | 1 | 1 | -2 | 1
COc1cccc(NC(=O)C(c2ccccc2)N2CCCCC2)c1 (stereo unspecified) | 1 | 1 | -20 | 0 | -4 | 0.9 | 1.1 | 1 | 8 | 1
Cc1ccc(NC(=O)c2ccc(-n3cccn3)nc2)cc1 | 0.9 | 3 | -7 | 0 | -3 | 0.9 | 0.5 | 1 | 10 | 1.1
Cc1nnc(NC(=O)c2c(F)cccc2F)s1 | 0.9 | -8 | 6 | -8 | -5 | 1 | 0.9 | 1.1 | 4 | 1.1
Cc1ccc(CNC(=O)CSc2ncccn2)cc1 | 1 | 9 | -1 | 0 | 0 | 1 | 1 | 1 | 5 | 1
CCOCCCNC(=O)C(c1ccc(OC)cc1)N(Cc1ccc2c(c1)OCO2)C(=O)CNC(C)=O (stereo unspecified) | 1.1 | 6 | -10 | 0 | -2 | 1 | 1.1 | 1 | 2 | 1
CC(C)CCN(C)c1ccc(/C=N/n2cnnc2)cc1 | 1 | 3 | -9 | -1 | -2 | 0.9 | 1.1 | 1 | 8 | 1
Cc1ccc(-n2c3nc(=O)[nH]c(=O)c-3cc3cc([N+](=O)[O-])ccc32)cc1C | 0.9 | -34 | -6 | -1 | 0 | 0.1 | 1 | 1 | 91* | 1
COc1cccc(NC(=O)COc2ccc3c(c2)CCC3)c1 | 0.9 | -4 | -12 | -4 | -5 | 0.8 | 0.8 | 1 | 15 | 0.9
CCC(=O)Nc1ccc(C(=O)Nc2cc(C)on2)cc1 | 0.9 | 4 | -8 | -2 | 4 | 0.9 | 0.9 | 1 | 9 | 0.9
COc1ccc(OC)c(NC(=O)CC(NC(C)=O)c2ccccc2)c1 (stereo unspecified) | 1 | -3 | -6 | -3 | 3 | 0.9 | 1 | 1 | 7 | 1
CCN(CC)C(=O)C1CCCc2c1[nH]c1ccc(Cl)cc21 (stereo unspecified) | 0.9 | 1 | -8 | . | -2 | 0.8 | 0.9 | 1 | 24 | 1.1
COCCOC(=O)C1=C(C)N(c2ccccc2)C(=O)NC1c1cccc([N+](=O)[O-])c1 (stereo unspecified) | 0.9 | 8 | -2 | -2 | -3 | 1 | 1 | 1 | 0 | 1.1
O=C1CCC(c2ccccc2)=NN1Cc1c(F)cccc1Cl | 0.9 | 0 | -4 | -1 | -2 | 0.9 | 0.9 | 1 | 14 | 1
O=C(/C=C/c1ccc([N+](=O)[O-])cc1)OCc1cnc(-c2ccccc2)o1 | 1.1 | 5 | -15 | 3 | -4 | 0.9 | 1 | 1 | 6 | 1
O=C(CCCn1c(=S)[nH]c2ccc(Br)cc2c1=O)NCC1CCCO1 (stereo unspecified) | 1.1 | 9 | -9 | 1 | -2 | 0.9 | 1.1 | 1 | 11 | 1
CCOC(=O)c1nnn(CC(=O)Nc2cc(Cl)ccc2C)c1C(=O)OCC | 1 | 10 | 3 | 1 | -4 | 0.8 | 1 | 1 | 17 | 1.1
O=S(=O)(Nc1nc2c(s1)CCCC2)c1ccc(F)cc1 | 0.9 | 2 | -12 | 4 | -8 | 0.8 | 0.9 | 1.1 | 18 | 1.1
Cn1cccc1C(C#N)c1ccccc1C#N (stereo unspecified) | 1 | 5 | -10 | -1 | 0 | 0.9 | 1 | 1 | 5 | 1
COc1cc(OC)cc(C(=O)Nc2ccc([N+](=O)[O-])cn2)c1 | 1.3 | 19 | -17 | -11 | -2 | 1 | 1.1 | 1 | 5 | 1
Cc1cc(C)cc(NC(=S)NN)c1 | 1 | 2 | -11 | 4 | 0 | 1 | 1 | 1 | 3 | 1.1
CCn1cc(-c2cc(C(=O)O)c3ccccc3n2)cn1 | 1.2 | 4 | -9 | -4 | -1 | 1 | 1.2 | 1 | 2 | 0.2
CC(=O)Nc1ccc(N2CCCCC2)cc1 | 1 | 5 | -9 | 0 | -2 | 1 | 1 | 1 | 4 | 1

Reprinted from the part before: two entries, then new ones.
SMILES | PMI activator | G6PDH CS | TNAP inh no acc | Efa HMGR inh | TNAP inh hiacc | Diaphorase act | PMI act hi M6P | TNAP act hi DEA | Diaph inh CS | FLuc stim CS
CCn1cc(-c2cc(C(=O)O)c3ccccc3n2)cn1 | 1.2 | 4 | -9 | -4 | -1 | 1 | 1.2 | 1 | 2 | 0.2
CC(=O)Nc1ccc(N2CCCCC2)cc1 | 1 | 5 | -9 | 0 | -2 | 1 | 1 | 1 | 4 | 1
COCCOC(=O)C1=C(C)Nc2ncnn2C1c1ccc(F)cc1 (stereo unspecified) | 1 | -1 | -9 | -4 | -3 | 1 | 1 | 1 | 4 | 1
C=CCSc1nnnn1-c1ccc(OC)cc1 | 1 | 7 | -8 | -1 | -2 | 0.9 | 1 | 1 | 15 | 1
Cn1c(N)c(C(=O)COC(=O)CNS(=O)(=O)c2cccc(Cl)c2)c(=O)n(C)c1=O | 0.9 | -20 | -13 | -4 | -4 | 0.8 | 1 | 1 | 22 | 0.9
COc1ccc(NC(=O)N(C2CCCCC2)C2CCN(C(C)C)CC2)c(OC)c1 | 0.8 | -4 | -4 | -2 | 2 | 0.9 | 0.9 | 1 | 11 | 1
O=C(N/N=C/c1ccccc1Br)c1ccc(CSc2cccc3cccnc23)cc1 | 0.9 | 2 | 1 | -2 | -1 | 1 | 1 | 1 | 5 | 1
NC1=NC(=O)C(Cc2cc(Cl)ccc2Cl)S1 (stereo unspecified) | 1 | 10 | -6 | -4 | -5 | 1.1 | 1.1 | 1 | -9 | 1
